Coupling enz = inhibits coupling enzyme system, counter-screen for aldolase hits. coupling enzyme system counterscreen, AmpLite Red fluorescence. activity change, negative = inhibition, % at 58.2 µM, hits read low. actives 0.67% (n = 290,000). AID 2472; in the data active means activity change below about -30%; further: on the % scale 0 is the no-effect control and ±100 the full control effect
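Counterscreen lacking aldolase: glyceraldehyde-3-phosphate coupling-enzyme reagent preincubated 10 min at RT with compound (at 57.5 uM final), then substrate/coupling system with AmpLite Red added; fluorescence read at 525/598 nm after 20 min RT.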
B2AR arrestin = agonists driving beta-arrestin recruitment to human beta2-adrenergic receptor | P07550 | beta-arrestin recruitment to beta2AR, cell-based reporter | Potency, µM (titrated, usually from 46.1 µM), for the others: top-dose activation, most hits filed as activators | actives 0.02% (n = 330,000);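 further: potency means the concentration at half of the fitted maximal effect; 0% = DMSO controls and full agonism = EC100 isoproterenol or metaproterenol; nearly all actives have a fitted effect of over 65% in size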
GALK inh = blocks human galactokinase activity; P51570; Purified GALK, Kinase-Glo residual ATP luminescence; Potency, µM (doses to about 57.5 µM), inactives show at the top dose activity change, negative = inhibition, most hits filed as inhibitors; actives 0.007% (n = 270,000); AID 1868; further: potency means the concentration at half of the fitted maximal effect; on the % scale 0 is the no-effect control and ±100 the full control effect
Target sequence (P51570 whole entry, looked up): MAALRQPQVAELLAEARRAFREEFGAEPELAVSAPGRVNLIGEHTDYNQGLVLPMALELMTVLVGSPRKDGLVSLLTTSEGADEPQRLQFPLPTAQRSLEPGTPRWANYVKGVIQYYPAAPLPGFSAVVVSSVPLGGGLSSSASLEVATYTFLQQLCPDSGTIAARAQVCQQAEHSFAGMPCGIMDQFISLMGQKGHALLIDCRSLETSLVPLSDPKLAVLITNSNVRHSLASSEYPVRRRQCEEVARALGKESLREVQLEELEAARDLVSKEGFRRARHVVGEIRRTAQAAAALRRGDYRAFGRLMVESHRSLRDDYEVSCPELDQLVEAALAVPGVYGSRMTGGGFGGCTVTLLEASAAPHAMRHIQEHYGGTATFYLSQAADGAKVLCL
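The enzyme phosphorylates galactose (100 uM) using ATP (35 uM); inhibition is detected as higher residual ATP, quantified by bioluminescence after 1 h reaction at room temperature, pH 8.0.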
BCR signal inh = blocks chronic active B-cell receptor signaling. ABC-DLBCL IkBa-CBG/CBR reporter, luminescence ratio, 4 h. Potency, µM (highest dose often 46.1 µM), without a hit: at the highest dose ratio change, negative = lower green/red ratio, actives largely listed as inhibitors. actives 0.05% (n = 340,000); active means well fitted inhibition curve with a large enough effect in the signal ratio, with a control signal flat, not every such curve was filed as active; inconclusive means small, poorly fitted or top-dose-only effect, or effect the other way, or a change in a side signal; the % refers to the signal ratio;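 further: potency means the concentration at half of the fitted maximal effect; plate controls were basal doxycycline-induced cells for no effect and cells given 10 µM MG132 for full effect; MG132 reads +100%, hits lower the ratio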
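Doxycycline induced both beetle luciferases in TMD8 lymphoma cells; IKK-driven degradation limits the IkappaBalpha-fused green signal, while red luminescence normalises for cell number and nonspecific effects. Compounds tested up to 46 uM, 4 hrs.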
Giardia kill = kills Giardia lamblia. Giardia lamblia trophozoite viability. activity change, % at 7.66 µM, hits read low. actives 0.15% (n = 340,000). AID 540267; in the data active means activity change below about -80%; inconclusive means between about -30% and that limit;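 further: parasites exposed to compound for two days anaerobically before the ATP read; on the % scale 0 is the no-effect control and ±100 the full control effect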
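Anaerobic 48 hrs incubation at 37 deg C of 100 trophozoites/well with test compounds; ATPLite 1-Step luminescence, 15-30 min RT, reports cellular ATP as viability.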
PKM2 activator = PKM2 (human) enzyme activation | actives 0.34% (n = 260,000) | P14618 | purified PKM2, Kinase-Glo ATP luminescence, activation; response scale: 0% is enzyme alone, no compound | Potency, µM (doses to about 57.5 µM), inactives show at the highest dose activation, usual class: activators; further: potency means the concentration at half of the fitted maximal effect; on the % scale 0 is the no-effect control and ±100 the full control effect; nearly all actives have a fitted effect of over 55% in size
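ATP formation by purified human PK-M2, quantified via coupled luciferase luminescence after 1 h at room temperature with 0.1 mM ADP and 0.5 mM PEP final.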
Integrin act MD = activates integrin-mediated alleviation for muscular dystrophy. alpha7betagal myoblasts, beta-gal FDG fluorescence, 48 h. Potency, µM (highest dose often 38.3 µM), for inactives: at the top dose activation, most hits filed as activators. actives 0.064% (n = 350,000);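 further: potency means the concentration at half of the fitted maximal effect; 100% = response of the positive control SU9516; nearly all actives have a fitted effect of over 60% in size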
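Alpha7betagal+/- myoblasts (passage 13) were plated 16-24 hr, then exposed to compounds (1:260 dilution of DMSO stock) for 48 hours at 37C. After MPER lysis, β-galactosidase reporter activity was read as FDG fluorescence (ex 480/em 540) after 30 minutes.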
TSG101-PTAP inh = blocks PTAP/TSG101 interaction to inhibit HIV-1 budding; Q99816; Potency, µM (top dose mostly 115 µM), inactives show at the top dose activity change, negative = inhibition, most hits filed as inhibitors; Fluorescence polarization, FITC-PTAP peptide / Tsg101 binding; AID 493005; 340,000 tested, under 10 active; active means well fitted inhibition curve with a large enough effect in the main read-out, with a control signal flat, not every such curve was filed as active; inconclusive means small, poorly fitted or top-dose-only effect, or effect the other way, or a change in a side signal; inactive means no such curve, though single readings can be large or run the other way; further: potency means the concentration at half of the fitted maximal effect; % of control where 0% means no effect
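Tsg101 binding domain (10 uM final) was mixed with compound and a FITC-labeled PTAP peptide (50 nM final) in HEPES pH 7.5 buffer with NaCl, Tween 20, EDTA and TCEP; fluorescence polarization was read after 20 min at r.t.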
Menin-MLL TR inh = inhibitors of human menin-MLL interaction, mutant MLL peptide; O00255; actives 0.23% (n = 270,000); Menin + Texas Red MLL mutant peptide, fluorescence polarization; AID 1768; Potency, µM (series often up to 61.6 µM), for inactives: at the top dose FP activity change, negative = inhibition, most hits filed as inhibitors; active means well fitted inhibition curve with a large enough effect in the polarisation, with a control signal flat, not every such curve was filed as active; inconclusive means small, poorly fitted or top-dose-only effect, or effect the other way, or a change in a side signal; inactive means no such curve, though single readings can be large or run the other way; the % refers to the polarisation; further: potency means the concentration at half of the fitted maximal effect; % of control where 0% means no effect; many of its hits are not listed in these tables
S-ASM inh = human S-ASM enzyme inhibition | placental ASM, HMU-PC fluorogenic substrate, 60 min | Potency, µM (top dose mostly 57.5 µM), without a hit: at the highest dose activity change, negative = inhibition, actives largely listed as inhibitors | AID 504937 | P17405 | actives 0.006% (n = 340,000); further: potency means the concentration at half of the fitted maximal effect
Target sequence (P17405 47-631 limits assumed): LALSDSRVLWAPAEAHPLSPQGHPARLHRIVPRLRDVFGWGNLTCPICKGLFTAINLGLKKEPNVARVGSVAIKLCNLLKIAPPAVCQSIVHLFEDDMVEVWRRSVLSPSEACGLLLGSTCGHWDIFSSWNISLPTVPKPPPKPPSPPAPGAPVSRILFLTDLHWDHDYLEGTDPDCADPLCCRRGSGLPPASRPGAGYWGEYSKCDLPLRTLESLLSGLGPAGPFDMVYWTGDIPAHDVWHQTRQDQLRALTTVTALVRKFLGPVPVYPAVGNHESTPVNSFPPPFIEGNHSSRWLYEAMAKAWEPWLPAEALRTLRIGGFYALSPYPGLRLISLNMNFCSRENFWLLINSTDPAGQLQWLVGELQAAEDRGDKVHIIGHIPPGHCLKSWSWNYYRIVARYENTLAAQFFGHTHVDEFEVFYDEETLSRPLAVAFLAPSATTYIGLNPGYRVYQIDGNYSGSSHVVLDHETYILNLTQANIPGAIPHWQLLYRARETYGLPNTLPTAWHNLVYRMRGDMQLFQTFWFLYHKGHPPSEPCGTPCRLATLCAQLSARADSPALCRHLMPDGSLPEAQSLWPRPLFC
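Fluorescence read-out (Ex 386 nm, Em 447 nm) after stopping the reaction at pH 10. Enzyme: ASM from human placenta; substrate HMU-PC0, 9 uM final; 60 min, 37 °C. Compound preincubation 10 min, ambient temperature.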
Tb PFK inh = inhibitors of T. brucei phosphofructokinase; AID 485367; actives 0.17% (n = 330,000); O15648; T. brucei PFK, ADP-Glo luminescence; Potency, µM (titrated, usually from 57.5 µM), for the others: at the highest dose activity, negative = inhibition, most hits filed as inhibitors;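 further: potency means the concentration at half of the fitted maximal effect; 0% = uninhibited 1x PFK enzyme wells and -100% = no-enzyme wells; nearly all actives have a fitted effect of over 60% in size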
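Compounds were pin-transferred as a titration series up to 57 uM into substrate buffer (0.5 mM F6P, 0.1 mM ATP, pH 8.0), then 1.25 nM PFK was added and reactions ran 45 min before ADP-Glo detection.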
An asterisk follows results filed as active; ? = inconclusive; . = no result given; [ ] = dose if it differs, or a comment. Unless noted, the call rests on the fitted dose curve; in most records, active means well fitted curve in the direction sought with a large enough effect; inconclusive means small, poorly fitted or top-dose-only effect, or another doubt; inactive means no such curve, though single readings can be large; an effect the other way counts as inactive or inconclusive. An excerpt; the hit share may differ from the screen's.

Fields: PKM2 activator, Tb PFK inh, Menin-MLL TR inh, TSG101-PTAP inh, Integrin act MD, BCR signal inh, Giardia kill, B2AR arrestin, Coupling enz, S-ASM inh, GALK inh
> CC(C)Oc1ccc(OCCNC2CCCC2)cc1
→ -16%, -12%, -6%, 0%, 3%, 8%, 5, -0.1%, -3, -19%, -3%
> COc1cc(C(=O)Nc2ccc(S(=O)(=O)N3CCOCC3)cc2)c([N+](=O)[O-])cc1OC
→ 1%, 0%, 16%, -1%, -9%, 1%, -21, 0.6%, 0, -1%, 1%
> COc1ccccc1N1CCN(S(=O)(=O)c2ccc3c(c2)CC(C)N3C(C)=O)CC1 (stereo unspecified)
→ ., 4%, ., 0%, 2%, 6%, 10, -0.4%, ., 2%, -4%
> CSc1ccc(S(=O)(=O)N2CCN(Cc3ccc4c(c3)OCO4)CC2)cc1
→ 7.9µM*, -4%, 0%, -4%, 3%, -3%, -10, -0.4%, -2, 0%, -1%
> c1ccc(-c2nnsc2Sc2ccccn2)cc1
→ 1%, -2%, 22%, -2%, -13%, 1%, -14, 0.4%, 0, -3%, -7%
> O=C/C(=C\Nc1ccc(Cl)cn1)c1nc2cc(Cl)ccc2o1
→ -8%, ., 5%, 1%, 0%, ., 0, ., -4, -1%, -2%
> O=c1[nH]c(-c2ccc(Cl)cc2)nc2c1cnn2-c1ccccc1
→ 2%, 3%, -6%, ., ., 2%, ., -0.2%, 2, ., 1%
> COc1cccc(/C=N/NC(=O)C(=O)N2CCCCCC2)c1OC
→ -8%, 0%, ., -3%, 5%, 0%, -15, -0.8%, ., 5%, -3%
> CCN(CC(=O)NCc1ccc(Cl)cc1)C(=O)CCOc1ccc(C)cc1
→ ., ?, ., -4%, 0%, 14%, 17, -0.4%, ., 6%, .
> Cc1ccc(CCN2CCN=C2N(C)C)cc1
→ -2%, 14%, -11%, ., -37%, 6%, 19, 0.4%, 4, 5%, .
> Cc1ccc(CN2CCN(C3CCOCC3)CC2CCO)cc1 (stereo unspecified)
→ -3%, 0%, 13%, -2%, 0%, -2%, 4, -0.6%, 1, -2%, 4%
> C=CCn1cccc(C(=O)Nc2ccc(N(C)C)cc2)c1=O
→ ., 1%, 25%, 0%, 0%, ?, -24, 0.5%, 3, -9%, .
> CCOc1ccc(S(=O)(=O)Nc2cc(OC)ccc2OC)cc1
→ -3%, -6%, -2%, -11%, 8%, ?, 1, -1.5%, 2, 5%, 0%
> N=c1c(S(=O)(=O)c2ccccc2)cc2c(=O)n3ccccc3nc2n1C1CCCC1
→ ., -18%, 57%[activator], -4%, 0%, ?, -12, -0.2%, -6, 0%, 5%
> CC1CC(Nc2cccc(O)c2)=CC(=O)O1 (stereo unspecified)
→ -2%, -1%, 10%, 0%, 12%, -16%, -1, -0.1%, 2, 3%, 0%
> Cc1cc(-c2ccccc2)n(-c2ccccc2)n1
→ 7%[11.5 µM], 3%, 11%, -2%, -6%, ?, 1, -0.6%, 2, -2%, 8%
> CC(=O)Nc1ccc(NC(=O)CSc2nnc(NC(=O)c3cccc(F)c3)s2)cc1
→ -20%, 1%, ., 0%, 27%, ?, ?, 0.2%, ., -14%, -2%
> CCOC(=O)C1CCN(C(=O)Nc2ccc(C)c(Cl)c2)CC1
→ 3%, -5%, ., 2%, 0%, ?, -20, -0.3%, -6, -4%, 4%
> O=C(Cn1nc(C(F)(F)F)c2c1CCC2)NC1CCCCC1
→ -5%, 0%, -7%, -2%, -4%, 4%, -7, 0.5%, 3, 2%, 1%
> CCOc1ccc(NC(=O)COc2nsnc2N2CCOCC2)cc1
→ -2%, -1%, 3%, 0%, -14%, -11%, -12, -0.1%, 3, 0%, 1%
> Cc1cccc(N(C(=O)Cn2nnc(-c3ccc(F)cc3)n2)C(C(=O)NC(C)(C)C)c2ccncc2)c1 (stereo unspecified)
→ 2%, 0%, -2%, 1%, 21%, 7%, 33[activator], 0.0%, 3, 4%, -2%
> COC(=O)C1=C(C)NC(=O)/C1=C\c1cccs1
→ -4%, 4%, 1%, -5%, -6%, 20%, -8, 0.3%, -1, -5%, 5%
> CCOc1ccc(S(=O)(=O)N2CCCCCC2)cc1
→ -1%, 3%, 0%, -7%, 15%, 6%, 6, -0.1%, 1, 0%, 0%
> COc1ccc(S(=O)(=O)Nc2ccc3c(c2)OCO3)cc1C(=O)O
→ -5%, 3%, -9%, -7%, 11%, 10%, -1, 0.1%, -1, 1%, 0%
> O=C(Nc1nnc(SCCC2OCCO2)s1)C1CC(=O)N(c2ccc(F)cc2)C1 (stereo unspecified)
→ 1%, ?, ., -2%, -2%, 3%, 9, 0.1%, ., -1%, -2%
> COc1ccc(-n2ncc3c(Nc4cccc(C)c4)ncnc32)cc1
→ 2%, 0%, ?, -7%, 19%, ?, 4, -1.0%, -3, -7%, -2%
> CCOC(=O)C1CCCN(C(=O)c2ccco2)C1 (stereo unspecified)
→ -2%, -6%, -3%, -5%, -1%, 0%, 5, 0.0%, 0, 5%, 4%
> Cc1ccc(/C=C/C2=NN(Cc3ccccc3Cl)C(=O)CC2)cc1
→ -3%, 1%, -4%, -3%, -4%, ?, 11, 0.4%, 0, -16%, 0%
> COc1ccc(N2CC(O)=C(c3nc(-c4ccc(F)cc4)cs3)C2=N)cc1OC
→ 0%, -8%, 10%, -3%, -19%, -1%, 10, 0.0%, 1, -24%, -2%
> O=C(Nc1ccc2c(c1)OCCO2)c1ccc(Cl)c(S(=O)(=O)N2CCCCC2)c1
→ -2%, 3%, ., -6%, -26%, ?, -6, -0.2%, 5, -4%, 1%
> COc1ccc(C(=O)CC(=O)C(=O)Nc2ccccc2Cl)cc1
→ ., -4%, -4%, -4%, 22%, 1%, 6, 0.0%, 0, 3%, 0%
> N/C(=N\OC(=O)Cc1ccccc1)c1ccccc1Cl
→ 5%, 5%, -7%, -1%, ?, ?, 20, -0.3%, 2, -1%, -1%
> O=C(NCc1ccccn1)c1ccc(CS(=O)(=O)Cc2ccc(Cl)cc2)o1
→ 0%, -2%, -22%, -3%, -10%, 0%, 2, -0.4%, -1, 2%, -1%
> CCOc1ccc(C2NC(=O)C(C#N)=C(S)N2c2ccc(C)cc2)cc1OC (stereo unspecified)
→ 3%, 3%, 20%, -5%, -7%, ?, 10, -0.1%, 7, -2%, -1%
> Cc1ccc(S(=O)(=O)NCCC(=O)OC(C)C(=O)NC2CC2)cc1 (stereo unspecified)
→ ., -7%, ., -2%, 3%, 6%, -13, -0.9%, ., -1%, .
> N/C(=N\OC(=O)Cc1ccc(Cl)cc1)c1ccccn1
→ 0%, -21%, -11%, -5%, 14%, 1%, ?, 0.2%, 1, 1%, 0%
> Cc1ccccc1S(=O)(=O)Oc1ccc2ccc(O)cc2c1
→ 4%, 0%, ?, -3%, 4%, 1%, 6, 0.3%, -5, -1%, -6%
> Cc1ccc(CNC(=O)Nc2cccc(C)c2)cc1
→ 0%, 1%, -17%, -1%, -10%, 0%, 9, 0.3%, 0, 0%, 1%
> CCCN(C(=O)CCCSc1nc2ccccc2[nH]1)c1c(N)n(Cc2ccccc2)c(=O)[nH]c1=O
→ ., 3%, ., 0%, 12%, 3%, -1, -0.5%, ., 3%, .
> C/C(=N\OC(=O)c1ccccc1)c1cc(-c2ccc(Cl)cc2)no1
→ -5%, -8%, ., -2%, 11%, ?, 8, 8.5%, 6, -1%, -1%
> S=C(Nc1ccc(Cl)cc1Cl)NC1CCN(Cc2ccccc2)CC1
→ -5%, -1%, 2%, -3%, -32%, ?, -5, -0.7%, -1, -2%, -2%
> CCOC(=O)c1c(NC(=O)c2ccno2)c2cc([N+](=O)[O-])ccc2n1C
→ -39%, 5%, ., 0%, 8%, 10%, 14, -0.5%, 2, 0%, .
> COC(=O)C1CCN(C(=O)COC(=O)COc2ccc(C#N)cc2)CC1
→ 0%, 0%, 0%, 1%, 15%, ?, 48[activator], 0.0%, 1, 3%, -1%
> COc1ccc(NC(=O)CS(=O)(=O)Cc2nc(-c3ccc(C)cc3)oc2C)cc1
→ ., 1%, ?, -12%, 18%, 2%, 15, 0.0%, 7, 2%, 3%
> CCOc1ccc(NC(=O)CN(C)C(=O)CN2C(=O)NC3(CCCC3)C2=O)cc1OCC
→ ., 4%, ., -1%, -5%, 7%, -8, -0.2%, ., -2%, .
> CCN1CCCC1CNC(=O)c1cc2ccc(OC)cc2[nH]1 (stereo unspecified)
→ ., -4%, -3%, -5%, 20%, ?, -16, -0.1%, 0, 8%, .

Bioassay records deposited in PubChem by National Center for Advancing Translational Sciences (NCATS).
